TMEM16A inh: blocks the mouse calcium-activated chloride channel TMEM16A | Q8BHY3 | HEK293 TMEM16A/YFP iodide influx fluorescence, ionomycin | normalized B-score (activity score, 25-100; higher = stronger inhibition) at 10 µM | 310,000 compounds, 1.2% hits | AID 588511;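 active = ratio plate-corrected score three or more library SD toward inhibition, starting fluorescence score within five deviations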;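 also: score derived from kinetic fluorescence span divided by baseline fluorescence per well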
RGS4 act: potentiators or activators of RGS4 | HEK293 M3R/inducible RGS4, carbachol calcium flux Fluo4; hits give low values | B-score at 10 µM | 310,000 compounds, 0.92% hits;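 active = B-score of the integrated calcium signal more than 4 SD below the library mean, with starting fluorescence not abnormally high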;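 also: negative B-score means reduced calcium response which marks RGS4 activation or potentiation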
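Assay system: HEK293 FlpIn-TREx cells, stable M3R, doxycycline-inducible RGS4 / Probe or stimulus: carbachol, ECmax concentration / Times: overnight RGS4 induction, 30 min dye load 37 °C, 20 min compound RT / Signal: kinetic calcium fluorescence imaging with Fluo4-AM dye, 2 µM / Measure: Agonist-evoked peak-minus-minimum fluorescence over baseline, integrated ratio, B score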
SKKanGAS inh: inhibitors of SKKanGAS S. pyogenes growth in kanamycin (SK-promoter or general growth effect). BacTiter-Glo, 6 h. inhibition, % at 7.5 µM. 300,000 compounds, 1.3% hits;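 active = mean replicate score, as percent of positive control median, at least 50; inconclusive = mean below 50 but one replicate at or above 50; inactive = mean and every replicate below 50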;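 also: strain carries kanamycin resistance gene driven by streptokinase promoter and grows in 40 µg/ml kanamycin; loss of luminescence reflects streptokinase promoter inhibition or plain growth inhibition; 0% = median of DMSO wells and 100% = positive control at its reference dose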
MrgX1 agonist: agonists of human MrgX1 receptor. Q96LB2. MrgX1-HEK293 cells, Fluo-4 calcium fluorescence, agonist mode; hits give high values. B-score at 10 µM. 310,000 compounds, 0.44% hits;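 active = calcium response B-score plate-corrected fluorescence ratio at least 3 library SD, with starting fluorescence B-score inside 5 SD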
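Test system: HEK293 cells stably expressing human MrgX1 receptor; Input: fifteen thousand cells per well; Dosing: compound delivered in addition one of three; Schedule: overnight seeding, then 1 h dark dye loading; Technique: Fluo-4 NW calcium fluorescence; Measure: B-scored fluorescence response ratio; Controls: positive and negative controls per plate.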
RGS4 block: inhibitors of human RGS4; HEK293 M3R/RGS4 inducible, Fluo-4 calcium flux; hits give high values; triggered by carbachol at its EC20; B-score at 10 µM; 310,000 compounds, 0.45% hits; AID 463165;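 active = B-score, a plate-corrected calcium signal, over three deviations above library mean, with baseline fluorescence within five deviations of library mean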;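 also: RGS4 expression induced by doxycycline in cells with stable M3 receptor; B-score is computed from the integrated fluorescence ratio over baseline after carbachol; higher B-score means a larger calcium signal and so more RGS4 inhibition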
Target sequence (P49798 whole entry, looked up): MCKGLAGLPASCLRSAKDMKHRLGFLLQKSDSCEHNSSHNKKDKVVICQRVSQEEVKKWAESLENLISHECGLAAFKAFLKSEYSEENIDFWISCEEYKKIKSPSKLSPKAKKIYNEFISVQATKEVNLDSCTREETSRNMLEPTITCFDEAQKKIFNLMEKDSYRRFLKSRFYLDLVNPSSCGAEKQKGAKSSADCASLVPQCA
TMEM16A act: activates or potentiates the mouse TMEM16A chloride channel; 340,000 compounds, 0.3% hits; B-score at 10 µM; Q8BHY3; HEK293 TMEM16A/YFP-H148Q/I152L, iodide quench fluorescence; hits give low values;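 active = fluorescence-ratio B-score plate-corrected deviation score at least 3 library SD below zero, with starting fluorescence score within 5 deviations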;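 also: channel opened by trigger with iodide after compound preincubation; score built on the fluorescence ratio of max minus min over baseline; more negative score means more quench and so TMEM16A activation or potentiation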
TRPC6 activator: mouse TRPC6 channel activation | Q61143 | HEK293-TRPC6 membrane potential dye fluorescence; hits give high values | B-score at 10 µM | 310,000 compounds, 0.13% hits;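 active = B-score of the integrated fluorescence ratio above library mean plus 3 SD, and starting fluorescence ratio within library mean plus 5 SD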;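 also: higher score means more depolarization so channel activation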
Target sequence (Q61143 whole entry, looked up): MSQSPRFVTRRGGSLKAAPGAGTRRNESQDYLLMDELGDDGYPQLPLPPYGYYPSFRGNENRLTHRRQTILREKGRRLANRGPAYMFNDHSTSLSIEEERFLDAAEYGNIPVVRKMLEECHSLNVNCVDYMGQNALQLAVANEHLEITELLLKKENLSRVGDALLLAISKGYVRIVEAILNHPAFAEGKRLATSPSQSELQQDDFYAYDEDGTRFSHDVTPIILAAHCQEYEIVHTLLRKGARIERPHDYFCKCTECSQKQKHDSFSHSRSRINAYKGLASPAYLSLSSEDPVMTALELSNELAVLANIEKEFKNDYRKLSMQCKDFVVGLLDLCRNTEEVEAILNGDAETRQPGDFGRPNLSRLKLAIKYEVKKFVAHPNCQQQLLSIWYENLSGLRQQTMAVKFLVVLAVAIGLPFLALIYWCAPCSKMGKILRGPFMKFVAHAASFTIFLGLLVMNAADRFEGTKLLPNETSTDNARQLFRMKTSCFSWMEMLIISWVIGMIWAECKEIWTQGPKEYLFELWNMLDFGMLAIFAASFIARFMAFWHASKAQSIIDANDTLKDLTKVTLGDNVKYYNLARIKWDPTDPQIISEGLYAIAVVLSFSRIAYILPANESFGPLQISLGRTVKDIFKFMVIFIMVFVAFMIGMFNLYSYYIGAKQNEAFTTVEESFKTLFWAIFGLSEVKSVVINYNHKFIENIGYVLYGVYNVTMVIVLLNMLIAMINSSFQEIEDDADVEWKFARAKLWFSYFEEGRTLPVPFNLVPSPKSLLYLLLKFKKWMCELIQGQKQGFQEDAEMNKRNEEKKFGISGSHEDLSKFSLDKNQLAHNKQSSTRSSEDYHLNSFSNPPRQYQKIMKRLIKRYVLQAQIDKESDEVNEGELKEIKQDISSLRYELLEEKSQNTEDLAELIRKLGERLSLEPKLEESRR
HDAC3 inhib: blocks human histone deacetylase 3; 320,000 compounds, 0.15% hits; O15379; recombinant HDAC3, fluorogenic peptide/trypsin coupled, fluorescence; inhibition, % at 8.3 µM; in the data active = inhibition above about 26%, passing the limit was not always enough; inconclusive = no clear call, values can overlap the other calls
MrgX1 PAM: allosterically activates human MrgX1 receptor signaling; B-score at 10 µM; MrgX1-HEK293, Fluo-4 calcium flux, FDSS; hits give high values; Q96LB2; 310,000 compounds, 0.63% hits;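 active = plate-corrected calcium response at least 3 library SD above typical, normal starting fluorescence, not activating the receptor alone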;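 also: compound read alongside a low EC10 to EC30 dose of BAM8-22 agonist; peak minus trough fluorescence over baseline measured at the second addition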
MrgX1 antagonist: blocks BAM8-22 activation of human MrgX1 receptor | B-score at 10 µM | MRGX1-HEK293 calcium flux, Fluo-4, BAM8-22 antagonism; hits give low values | 310,000 compounds, 1.3% hits | AID 588676 | Q96LB2;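 active = calcium-response B-score plate-corrected more than 3 library SD below zero, starting fluorescence within 5 deviations, no agonist response on first addition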;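 also: peak minus trough fluorescence over baseline after final BAM8-22 challenge near maximal dose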
TRPC6 inh: inhibitors of mouse TRPC6 channel; AID 2553; HEK293-TRPC6, membrane potential dye, ACh-evoked depolarization; hits give low values; Q61143; B-score at 10 µM; 310,000 compounds, 1.1% hits;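 active = B-score under library mean minus 3 SD, initial fluorescence not abnormally high, positive integrated signal ratio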;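 also: B-score derived from integrated fluorescence ratio over the kinetic read; more negative B-score means stronger inhibition of depolarization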
An asterisk follows results filed as active; i = inactive; ? = inconclusive; · = no result given.

SMILES	TMEM16A inh	RGS4 act	SKKanGAS inh	MrgX1 agonist	RGS4 block	TMEM16A act	TRPC6 activator	HDAC3 inhib	MrgX1 PAM	MrgX1 antagonist	TRPC6 inh
O=C(NCCNC1CCC(c2ccccc2)CC1)c1ccc(F)cc1 (stereo not drawn)	i	i	-1	i	i	i	i	-5	i	i	i
COc1ccc(N2CCN(C(=O)CCCCCn3c(=S)[nH]c4cc5c(cc4c3=O)OCO5)CC2)cc1	i	i	4	i	i	i	i	1	i	i	i
Cc1ccc(-c2nn(-c3ccccc3)cc2/C=C/C(=O)Nc2nccs2)cc1	i	i	4	i	i	i	i	-9	i	i	i
COc1cc(CN2CCN(CC#Cc3ccccc3)CC2CCO)cc(OC)c1 (stereo not drawn)	i	i	-3	i	i	i	i	1	i	i	i
O=S(=O)(NCC(c1cccnc1)N1CCOCC1)c1ccccc1 (stereo not drawn)	i	i	2	i	i	i	i	0	i	i	i
Cn1c(=O)c2sccc2n2c(CCCC(=O)NCCc3ccc(S(N)(=O)=O)cc3)nnc12	i	i	4	i	i	i	i	-2	i	i	i
CCC(Cc1ccccc1)NS(=O)(=O)c1ccc2c(c1)NC(=O)C(C)S2 (stereo not drawn)	i	i	-16	i	i	i	i	10	i	i	i
CSc1cc(N2CCOCC2)nc(-c2ccccc2Cl)n1	i	i	0	i	i	i	i	-4	i	i	i
CCCNC(=S)Nc1c(C)n(C)n(-c2ccccc2)c1=O	i	i	-5	i	i	i	i	-1	i	i	i
Nc1nc(Cl)cc(N2CCOCC2)n1	i	i	1	i	i	i	i	0	i	i	i
CCOc1ccc(C(C)=O)cc1CSc1nnc(-c2ccoc2C)n1N	i	i	1	i	i	i	i	-2	i	i	i
COc1ccccc1N1CCN(C(=O)CN2C(=O)c3ccccc3C2=O)CC1	i	i	1	i	i	i	i	3	i	i	i
O=C(O)c1cccc(O)c1O	i	i	-2	i	i	i	i	-2	i	i	i
CS(=O)(=O)NCC(c1cccnc1)N1CCN(c2ccc(F)cc2)CC1 (stereo not drawn)	·	i	-4	·	i	i	i	·	·	·	i
O=C(CSc1nc(O)cc(=O)n1C1CCCC1)Nc1cccc(Cl)c1Cl	i	i	24	i	i	i	i	1	i	i	i
O=C(COc1ncnc2ccccc12)NCc1ccco1	i	i	-5	i	i	i	i	-4	i	i	i
CC1CN(S(=O)(=O)c2ccc(F)cc2)CN1C(=O)N1CCOCC1 (stereo not drawn)	i	i	-5	i	i	i	i	-4	i	i	i
O=C(O)c1ccccc1Nc1ccc([N+](=O)[O-])c2nonc12	i	i	9	i	i	i	i	6	i	i	i
O=C(c1cnn2c(C(F)(F)F)cc(-c3cccs3)nc12)N1CCN(Cc2ccccc2)CC1	i	i	-8	i	i	i	i	6	i	i	i
CN(C)Cc1ccccc1COc1ccccc1	i	i	-2	i	i	i	i	2	i	i	i
C[C@H](NS(=O)(=O)OCC(Cl)(Cl)Cl)C1CC1c1ccccc1 (stereo partly drawn)	i	i	24	i	i	i	i	1	i	i	i
CCOC(=O)Cc1csc(NC(=O)CCCCCN2C(=O)c3ccccc3C2=O)n1	i	i	2	i	i	i	i	0	i	i	i
COc1ccc(CCNC(=O)COC(=O)COc2ccc(C#N)cc2)cc1	i	i	0	i	i	i	i	-2	i	i	i
CCOC(=O)N1CCC(Nc2nc3ccccc3n3cnnc23)CC1	i	i	1	i	i	i	i	2	i	i	i
CCOC(=O)CNC(=O)Nc1cc(C(C)(C)C)nn1-c1ccccc1	i	i	-1	i	i	i	i	0	i	i	i
Later entries:
SMILES	TMEM16A inh	RGS4 act	SKKanGAS inh	MrgX1 agonist	RGS4 block	TMEM16A act	TRPC6 activator	HDAC3 inhib	MrgX1 PAM	MrgX1 antagonist	TRPC6 inh
CC(=O)N(NC(=O)c1ccccc1Cl)C1CC(=O)N(c2ccc(C)cc2)C1=O (stereo not drawn)	i	i	1	i	i	i	i	0	i	i	i
Nc1cc(S(=O)(=O)C(F)(F)F)ccc1C(=O)O	i	i	0	i	i	i	i	2	i	i	i
Cc1c(Cc2ccccc2)c(=O)oc2c(C)c(OCC(=O)NCc3ccccn3)ccc12	i	i	3	i	i	i	i	-2	i	i	i
O=C1N(c2ccccc2)C[C@@H]2C[C@@H](c3cccc4c3OCO4)N3CCC[C@@]123	i	i	-12	i	i	i	i	-6	i	i	i
O=C(NCC1CCCO1)c1cccc(Oc2ccccc2)c1 (stereo not drawn)	i	i	-1	i	i	i	i	-8	i	i	i
COc1ccc(C2CC(c3cccs3)=Nc3ccccc3S2)cc1 (stereo not drawn)	i	i	5	i	i	i	i	-20	i	i	i
Cc1cc(C(=O)OCC(=O)c2cccc([N+](=O)[O-])c2)c2ccccc2n1	i	i	-2	i	i	i	i	4	i	i	i
Nc1nc(-c2ccccc2)cn1/N=C/c1ccccc1	i	i	6	i	i	i	i	2	i	i	i
O=c1c2ccccc2sn1-c1cc(S(=O)(=O)N2CCOCC2)ccc1N1CCCC1	i	i	85*	i	i	i	i	27*	i	i	i
O=C1CS/C(=C\S(=O)(=O)c2ccc(Cl)cc2)N1	i	i	9	i	i	i	i	-2	i	i	i
CCNC(=O)CC1C(=O)N(c2cccc(C)c2)C(=O)N1CCC(C)C (stereo not drawn)	i	i	3	i	i	i	i	2	i	i	i
CC#CCN1c2ccccc2[C@]23C[C@@H](C(=O)OC)N(C(=O)NCCBr)C2=NC(C(=O)OC)=C(C(=O)OC)[C@H]13	i	i	1	i	i	i	i	-7	i	i	i
CCc1ccc(OCC(=O)NC(=S)Nc2ccc(S(=O)(=O)NC3CCCCC3)cc2)cc1	i	i	13	i	i	i	i	-11	i	i	i
O=C(Cn1c(C(F)(F)F)nc2ccccc21)OCC(=O)c1c[nH]c2ccccc12	i	i	2	i	i	i	i	7	i	i	i
COCCNS(=O)(=O)c1cc(F)ccc1OC	i	i	-2	i	i	i	i	6	i	i	i
Cc1ccccc1OCC(=O)NNC=O	i	i	-11	i	i	i	i	-7	i	i	i
CC1(C)SC2c3ccccc3C(=O)N2[C@@H]1C(=O)NC1CC1 (stereo partly drawn)	i	i	-3	i	i	i	i	3	i	i	i
CCCCOC(=O)Sc1nc2ccccc2o1	i	i	9	i	i	i	i	3	i	i	i
O=c1ccn(-c2cccc(C(F)(F)F)c2)nc1-c1ccn(-c2ccccc2F)n1	i	i	-2	i	i	i	i	4	i	i	i
O=C(CSc1nnc(-c2ccccc2)n1-c1ccccc1)c1cccs1	i	i	-1	i	i	i	i	3	i	i	i
Cc1ccccc1NC(=O)CCOc1ccccc1	i	i	-1	i	i	i	i	0	i	i	i
COC(=O)C(NC(C)=O)(Nc1ccccn1)C(F)(F)F (stereo not drawn)	i	i	-7	i	i	i	i	-2	i	i	i
COc1cc(C)nc(Oc2ccc(=O)[nH]n2)n1	i	i	0	i	i	i	i	2	i	i	i
Cc1ccc(O)c(NC(=O)C2=CC(c3cccs3)=NS(=O)(=O)N2C)c1	i	i	-1	i	i	i	i	1	i	i	i
O=C(Cn1cnc2c(nnn2-c2cccc(Cl)c2)c1=O)N1CCOCC1	i	i	0	i	i	i	i	1	i	i	i
(list continues)
SMILES	TMEM16A inh	RGS4 act	SKKanGAS inh	MrgX1 agonist	RGS4 block	TMEM16A act	TRPC6 activator	HDAC3 inhib	MrgX1 PAM	MrgX1 antagonist	TRPC6 inh
CCOC(=O)N1CCN(C(=O)COC(=O)C2CCN(S(=O)(=O)c3c(Cl)cccc3Cl)CC2)CC1	i	i	3	i	i	i	i	7	i	i	i
CCN1CNC(=S)N(Cc2ccccc2)C1	i	i	-12	i	i	i	i	-1	i	i	i
Cn1nccc1C(=O)c1ccc(Cl)cc1	i	i	5	i	i	i	i	0	i	i	i
Cc1cccc(N2CCN(C(=O)c3ccc4nc(N5CCCCC5)sc4c3)CC2)c1C	i	i	51*	i	i	i	i	9	i	i	i
COc1ccc(N(Cc2ccco2)C(=O)c2ccccc2F)cc1OC	i	i	0	i	i	i	i	-8	i	i	i
CCOC(=O)C1(Cc2ccccc2C)CCCN(C(=O)c2ccoc2)C1 (stereo not drawn)	i	i	11	i	i	i	i	-4	i	i	i
O=S1(=O)N=C(SCCO)c2ccccc21	i	i	-3	i	i	i	i	6	i	i	i
COCCCNC(=O)c1ccc2c(=O)n(Cc3ccc(OC)cc3)c(=O)[nH]c2c1	i	i	-2	i	i	i	i	0	i	i	i
CC1=Nc2ccccc2N=C(N)C1c1ccccc1 (stereo not drawn)	i	i	18	i	i	i	i	11	i	i	i
O=C(NC(=S)NCc1ccccc1)c1cccs1	i	i	14	i	i	i	i	4	i	i	i
CC(C)CN(C(=O)COC(=O)C1=COCCO1)c1c(N)n(Cc2ccccc2)c(=O)[nH]c1=O	i	i	5	i	i	i	i	4	i	i	i
CC(C)c1ccc(NC(=S)NCc2cccs2)cc1	i	i	-13	i	i	i	i	3	i	i	i
Cn1c(SCC(=O)NC(=O)NCc2ccco2)nnc1C(F)(F)F	i	i	-11	i	i	i	i	-8	i	i	i
Cc1cc(C(=O)CN2C(=O)NC3(CCCc4sccc43)C2=O)c(C)n1-c1ccc(Cl)cc1 (stereo not drawn)	i	i	26	i	i	i	i	0	i	i	i
Cc1[nH]c2ccccc2c1CCNC(=O)CCC(=O)c1ccccc1	i	i	-1	i	i	i	i	-5	i	i	i
COc1cccc(C(C(=O)NC2CCCC2)N(C(=O)c2ccco2)c2ccccc2)c1OC (stereo not drawn)	i	i	-4	i	i	i	i	-4	i	i	i
Cc1cccc2c1N(C(=O)c1ccco1)C(C)(C)c1ssc(=S)c1-2	i	i	9	i	i	i	i	2	i	i	i
O=C(Cc1ccccc1)Nc1cccc(NC(=O)c2cccs2)c1	i	i	-3	i	i	i	i	4	i	i	i
CCOC(=O)N1CCN(C(=O)c2cc(Cl)c(Cl)cc2C(=O)O)CC1	i	i	-4	i	i	i	i	-3	i	i	i
CCOC(=O)c1ccc(NC(=O)CSc2ncccn2)cc1	i	·	·	i	·	i	·	3	i	i	·
C=CCN(c1ccccc1)S(=O)(=O)c1ccc2c(c1)NC(=O)C(C)C(=O)N2 (stereo not drawn)	i	i	-3	i	i	i	i	?	i	i	i

Source: PubChem BioAssay
